CHRM4 antagonist – CHRM4 antagonism in calcium assay; P08173; CHO-hM4 cells, ACh EC80, Fluo-8 calcium fluorescence; inhibition, % at 3 µM; 0.73% of 360,000 active; AID 624125;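 active = inhibition above its plate's cutoff, the mean inhibition of sample wells plus 3 SD, cut at about 27% in these data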;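 note: 0% = acetylcholine EC80 with DMSO and 100% = DMSO without agonist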
Target sequence (P08173 whole entry, looked up): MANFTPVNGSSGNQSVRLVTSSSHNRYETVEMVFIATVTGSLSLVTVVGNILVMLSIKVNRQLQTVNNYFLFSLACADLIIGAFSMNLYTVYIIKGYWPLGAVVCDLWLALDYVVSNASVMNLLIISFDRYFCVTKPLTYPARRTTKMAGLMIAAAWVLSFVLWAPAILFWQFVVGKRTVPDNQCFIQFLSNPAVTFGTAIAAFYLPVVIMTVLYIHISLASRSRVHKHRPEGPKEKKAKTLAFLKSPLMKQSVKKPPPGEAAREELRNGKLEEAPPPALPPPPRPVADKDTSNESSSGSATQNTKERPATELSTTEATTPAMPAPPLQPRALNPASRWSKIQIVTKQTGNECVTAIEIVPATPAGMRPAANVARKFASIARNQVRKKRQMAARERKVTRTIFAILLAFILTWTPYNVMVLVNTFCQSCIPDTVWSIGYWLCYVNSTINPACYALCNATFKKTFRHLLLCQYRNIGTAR
M5 PAM – potentiates acetylcholine response at human M5 receptor | CHO-K1 hM5, Fluo-8 calcium, ACh EC20 PAM; 0% = ACh EC20, 100% = ACh EC100 | activation, % at 3 µM | 0.3% of 360,000 active | AID 624038;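 active = activation above the run cutoff, the mean activation of all test compounds plus 3 SD, cut at about 18% in these data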
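System: CHO-K1 cell line with stable human muscarinic M5 receptor expression | Also added: EC20 acetylcholine as agonist stimulus | Compound: One concentration, 3 µM final (nominal) | Timing: Fluo-8 loading 80 min at 37 °C plus 30 min room temperature | Measured by: Fluo-8 calcium dye fluorescence, kinetic read | Read-out basis: % activation, ACh-normalized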
M5 ag – agonists of human muscarinic M5 receptor (CHRM5); CHO-K1 hM5 cells, Fluo-8 calcium fluorescence; 0% DMSO wells, 100% maximal acetylcholine response; P08912; 0.19% of 360,000 active; activation, % at 3 µM;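 active = activation above the run's mean over test compounds plus 3 SD, cut at about 23% in these data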;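 note: signal is peak over basal fluorescence ratio across the kinetic read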
CRFBP-R2 block – CRF-BP/CRF-R2 complex antagonism | HEK293 CRF-R2/CRF-BP, CRF-induced calcium fluorescence | inhibition, % at 11.8 µM | 0.59% of 350,000 active | AID 588475;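 active = inhibition of the ligand-induced calcium signal above about 50% at the single tested concentration, limit read from the data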
CHRM5 antagonist – blocks acetylcholine activation of human M5 receptor; P08912; CHO-hM5 cells, Fluo-8 calcium fluorescence, ACh EC80; 0.59% of 360,000 active; inhibition, % at 3 µM; AID 624040;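 active = inhibition above a per-plate cutoff, the mean of that plate's test compounds plus 3 SD, cut at about 27% in these data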;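 note: 0% = acetylcholine EC80 with DMSO and 100% = DMSO without agonist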
M4 ag – CHRM4 agonism in calcium assay. activation, % at 3 µM. AID 624127. 0.14% of 360,000 active. CHO-K1 hM4/Gqi5, Fluo-8 calcium fluorescence; vehicle 0%, full acetylcholine response 100%. P08173;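 active = activation above the run mean over all test wells plus 3 SD, cut at about 32% in these data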;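 note: peak over basal fluorescence ratio per well then scaled between controls; 0% = DMSO wells and 100% = acetylcholine at EC100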
CHRM1 PAM – potentiates human M1 receptor response to acetylcholine. P11229. CHO-K1 hM1, Fluo-8 calcium fluorescence, ACh EC20; 0% = ACh EC20, 100% = maximal ACh. activation, % at 3 µM. 0.088% of 360,000 active; in the data active = activation above about 19%, passing the limit was not always enough
Target sequence (P11229 whole entry, looked up): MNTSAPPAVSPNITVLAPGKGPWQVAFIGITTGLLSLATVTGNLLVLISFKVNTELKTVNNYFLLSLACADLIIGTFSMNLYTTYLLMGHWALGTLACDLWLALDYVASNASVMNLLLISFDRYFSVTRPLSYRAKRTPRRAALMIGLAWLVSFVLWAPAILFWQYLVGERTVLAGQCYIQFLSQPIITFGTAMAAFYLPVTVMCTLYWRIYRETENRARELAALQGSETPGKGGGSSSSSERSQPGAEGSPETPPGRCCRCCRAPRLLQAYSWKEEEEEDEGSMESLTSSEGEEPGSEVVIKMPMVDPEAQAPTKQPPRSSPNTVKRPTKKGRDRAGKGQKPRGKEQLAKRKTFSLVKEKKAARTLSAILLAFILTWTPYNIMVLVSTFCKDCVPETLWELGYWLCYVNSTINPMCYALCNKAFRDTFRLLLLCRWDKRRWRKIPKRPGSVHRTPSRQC
CRFBP-R2 agonist – agonists of human CRF-binding protein/CRF-R2 receptor complex | HEK293 CRF-R2/CRF-BP, calcium dye fluorescence (FLIPR); percent of saturating CRF peptide response | activation, % at 13.2 µM | 0.46% of 350,000 active;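 active = activation of at least 50%, plus an integration ratio under a set limit after plate pattern correction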;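 note: plate controls were neutral control wells without compound for no effect and CRF at EC100 for full effect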
CHRM4 PAM – potentiates acetylcholine response at human M4 receptor | activation, % at 3 µM | 0.4% of 360,000 active | CHO-K1 hM4/Gqi5, Fluo-8 calcium fluorescence, ACh EC20; 0% = ACh EC20, 100% = maximal ACh;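 active = activation above its plate's cutoff, the mean activation of sample wells plus 3 SD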; note: some results filed as inactive read as strong as hits
Active calls of the source: *; / = no result given.

SMILES	CHRM4 antagonist	M5 PAM	M5 ag	CRFBP-R2 block	CHRM5 antagonist	M4 ag	CHRM1 PAM	CRFBP-R2 agonist	CHRM4 PAM
O=C(NC(=O)N1CCN(c2ccccc2F)CC1)c1ccccc1	1	-2	-3	-6	-1	2	4	-1.4	11
C=CCC(NCc1ccco1)c1ccc(OC)c(OC)c1 (stereo not given)	2	5	1	-7	-1	0	11	-0.5	9
CCc1ccc(NC(=S)N(CCC(C)C)C2CCN(C(C)=O)CC2)cc1	-5	0	-5	4	3	1	2	0.9	1
CCOc1ccc(NC(=S)N2CCN(S(=O)(=O)c3ccc(C)cc3)CC2)cc1	13	1	-3	-3	4	2	2	-0.9	-5
CN(C)CCCNC(NC(=O)/C=C/c1ccccc1)C(Cl)(Cl)Cl (stereo not given)	-4	3	-4	-19	4	0	5	1.3	-11
CC(C)NC(=O)COc1coc(CN2CCN(Cc3ccccc3)CC2)cc1=O	8	6	-3	-3	7	1	6	0.9	1
O=C(CSc1nnnn1Cc1ccccc1)NC1CCCCC1	1	-2	2	14	-2	2	11	2.9	11
CCN(CC)c1ccc(/C=N/NC(=S)NC)c(O)c1	-1	-6	-5	-4	-5	0	6	-1.4	0
CCN1CCC2(CC1)C(C#N)=C(N)Oc1c2sc2nc(C)cc(C)c12	-7	1	-2	-14	4	1	1	4.3	4
COCCN(CC(=O)Nc1cccc(C)c1C)C(=O)c1oc2c(Cl)cccc2c1C	-11	-16	2	5	5	15	-3	0.6	-4
CC1CCN(Cc2nnnn2CCCC(=O)NCCN2CCOCC2)CC1	4	0	0	14	-1	0	8	2.1	-1
O=C(Nc1nc(-c2cccs2)cs1)C1=COCCO1	3	-2	-3	7	3	1	4	-4.2	-4
CS(=O)(=O)c1ccc(Cl)c(NC(=O)COC(=O)c2ccc(F)cc2Cl)c1	2	18*	5	11	-4	0	4	-7.8	5
Cc1cc2c(cc1C)C(c1ccccc1Br)CC(=O)N2 (stereo not given)	-3	1	1	-135	-6	1	9	22	-5
O=C1NC[C@H](CCCCN2C[C@@H](Cc3ccccc3)N(CC3CCCCC3)C(=O)C2=O)N(CCC2CCCCC2)C1=O	14	-8	1	/	5	15	/	/	-7

(cont.)
SMILES	CHRM4 antagonist	M5 PAM	M5 ag	CRFBP-R2 block	CHRM5 antagonist	M4 ag	CHRM1 PAM	CRFBP-R2 agonist	CHRM4 PAM
O=C(CNC(=O)COc1ccccc1)NCc1ccccc1F	8	3	-2	17	4	0	5	-2.4	-3
N#CC(c1ccccn1)(c1ncc(C(F)(F)F)cc1Cl)N1CCOCC1 (stereo not given)	8	1	0	-26	4	1	6	-1.9	-2
CC(C)c1nc2n[nH]c(N)c2c2c1CCCC2	-2	16	4	-26	-8	1	11	-2.2	23*
Cc1c(CBr)[n+](=O)c2c(n1[O-])C(Br)CCC2Br (stereo not given)	-2	-14	0	11	16	14	-4	-1.9	-15
CC(=O)c1c(NC(=O)C(C)C)nc(C)nc1-c1ccccc1	-1	5	-8	14	10	1	-12	0.2	7
CN(C)S(=O)(=O)c1cccc(NC(=O)c2cccc(N3C(=O)CCC3=O)c2)c1	-1	4	-2	8	9	0	12	-0.3	7
O=C1C(C=Nc2ccccc2O)=C(O)c2ccccc21	-4	-6	3	17	-3	9	1	1.0	7
CC(=O)Nc1ccc(C(=O)N2CCCCC2c2cc(C(=O)Nc3cccc(C#N)c3)no2)cc1 (stereo not given)	-2	-6	1	/	-4	8	-6	/	-3
O=c1[nH]c(SCc2ccc(OC(F)(F)F)cc2)nc2c1CCC2	-8	-3	0	/	4	0	4	/	10
Cc1ccccc1C(=O)N/N=C1\SCC(=O)N1Cc1ccco1	5	4	-1	1	1	0	10	0.1	4
O=C1c2ccccc2C(=O)N1CCSc1ncn[nH]1	3	2	-5	-7	3	1	0	1.0	-1
O=C(/C=C/c1cccc([N+](=O)[O-])c1)Nc1ccc(NC(=O)c2cccs2)cc1	0	0	0	-5	3	2	0	-1.2	9
CCOC(=O)/C(=N\Nc1ccc(C(C)=O)cc1)c1csc(Nc2ccccc2)n1	5	4	2	-97	-1	0	3	74*	0
O=C(Nc1ccn(Cc2ccccc2)n1)c1cccc(F)c1	5	-6	-1	18	15	1	4	-2.9	0
COc1ccc(OC)c(-n2c(=S)[nH]c3c(sc(=S)n3-c3ccccc3C)c2=O)c1	-2	-5	-3	31	7	1	4	5.2	0

Further results:
SMILES	CHRM4 antagonist	M5 PAM	M5 ag	CRFBP-R2 block	CHRM5 antagonist	M4 ag	CHRM1 PAM	CRFBP-R2 agonist	CHRM4 PAM
COC(=O)c1ccccc1NC(=O)c1ccc2c(c1)OCCCO2	-4	-4	-4	6	-4	2	-2	3.5	-1
COc1cc(/C=C/C(=O)OCC(=O)Nc2ccc3c(c2)OCO3)ccc1O	4	2	6	-18	5	1	4	-0.4	10
N#C/C(=N\Nc1ccc(Br)cc1)C(=N)N1CCOCC1	-1	-3	-1	4	10	2	-2	0.4	-3
CC(C)[C@@H]1CN=C(N)N1C[C@@H]1CCCN1C[C@H](C)N1C[C@@H](Cc2ccccc2)N(CCc2ccc(Cl)c(Cl)c2)C1=N	22	-17	-3	15	3	-1	-29	-1.6	-14
Cn1cc(C(=O)NCCN2CCN(c3cccc(Cl)c3)CC2)c2c3ccccc3n(C)c2c1=O	15	-17	3	-3	17	18	-9	-1.1	-12
O=C(Nc1cccc(-c2nnc(-c3ccco3)o2)c1)c1ccccc1	3	-10	1	-86	3	12	-7	26	-9
O=C(CSc1nc2ccccc2o1)N1c2ccccc2Sc2ccccc21	-4	-15	-5	18	0	-1	-6	-2.1	-9
O=C(O)c1cccc(N2C(=O)c3ccc(Oc4ccc(Cl)cc4)cc3C2=O)c1	10	2	-2	2	8	0	15	0.3	-1
CC(C)CC(OC(=O)c1ccc(Cl)nc1)C(=O)NC1CCCC1 (stereo not given)	-17	-1	-5	-2	9	1	8	-3.0	4
Cc1nn(-c2ccccc2)c(N2CCCCC2)c1/C=N/O	-5	0	-2	26	0	0	5	-1.4	9
COc1ccccc1NC(=O)COC(=O)C1CC1	-1	7	-1	3	5	0	9	-0.2	5
Cc1cc(-n2cnnn2)cc(C)c1S(=O)(=O)NCCOc1ccccc1	0	-4	-1	0	10	5	1	-0.7	-4
Cn1c(N)c(C(=O)COC(=O)CCc2ccccc2)c(=O)n(C)c1=O	2	0	2	2	4	2	3	-0.4	-6
Cn1c(=O)c(C(=O)CSc2ccccc2)c(N)n(Cc2ccccc2)c1=O	6	10	-4	-9	10	1	-20	3.0	-10
COc1ccc(CC(=O)O)cc1O	3	-2	-2	-8	12	-2	6	0.7	-6

Continuation.
SMILES	CHRM4 antagonist	M5 PAM	M5 ag	CRFBP-R2 block	CHRM5 antagonist	M4 ag	CHRM1 PAM	CRFBP-R2 agonist	CHRM4 PAM
CC1CN(C(=O)COC(=O)c2cc(Cl)ccc2Cl)CC(C)O1 (stereo not given)	-5	0	3	-5	10	1	6	0.8	2
COc1cccc(CNC(=O)COC(=O)c2ccc(C(=O)c3ccccc3)cc2)c1	-4	-3	-1	1	2	5	9	-1.3	8
CCOC(=O)C1CCN(C(=O)c2ccc3snnc3c2)CC1	8	-4	-2	1	3	-1	5	0.0	-4
CCOc1ccccc1C(=O)OCC(=O)Nc1cc(S(=O)(=O)N2CCOCC2)ccc1C	-1	-6	4	6	4	7	2	-0.4	0
COc1ccc(NC(=O)CCCC(=O)c2ccccc2)cc1	5	-2	0	-13	13	2	8	0.2	1
COc1ccc(NC(=O)CN2C(=O)NC(C)(c3ccc4c(c3)OCO4)C2=O)cc1S(N)(=O)=O (stereo not given)	-4	11	3	14	7	0	10	0.0	3
CCOc1ccc(Nc2oc(-c3ccco3)nc2C#N)cc1	-4	8	-4	-8	6	-1	3	-1.8	5
O=C(CCn1c2c(c3ccccc31)CCCC2)NNC(=O)c1cccc([N+](=O)[O-])c1	8	-2	0	-12	-1	4	8	0.2	-1
CC(=O)c1c(COC(=O)c2ccccc2Cl)nc2ccccc2[n+]1[O-]	-11	-1	6	-6	-2	11	4	0.5	-5
O=C(Nc1ccc(N=Nc2ccccc2)cc1)c1cccc(Cl)c1	-1	8	3	-27	-16	1	0	-2.2	2
O=C(CC1SC(N2CCCC2)=NC1=O)Nc1ccc(C(=O)NCc2ccc(F)cc2)cc1 (stereo not given)	-9	-1	2	7	-1	-1	14	0.0	17
Cc1nc(SCC(=O)Nc2c(C)n(C)n(-c3ccccc3)c2=O)nc(C)c1C	-8	2	-5	-5	2	0	5	2.7	2
COc1ccc(NC(=O)C(=O)NCC(c2ccco2)N2CCc3ccccc3C2)cc1OC (stereo not given)	0	1	3	1	6	1	3	-0.5	0
CCCNC(=O)N1CCN(C(c2ccccc2)c2ccccc2)CC1	3	3	-3	0	2	0	6	-1.6	0
COCCCN1C(=O)C(O)=C(C(C)=O)C1c1ccccn1 (stereo not given)	2	1	-1	-5	0	0	2	-0.7	2

The list goes on.
SMILES	CHRM4 antagonist	M5 PAM	M5 ag	CRFBP-R2 block	CHRM5 antagonist	M4 ag	CHRM1 PAM	CRFBP-R2 agonist	CHRM4 PAM
O=C(Cc1cc(=O)[nH][nH]1)N/N=C/C=C/c1ccccc1	-1	4	1	-16	-5	0	12	0.7	4
CCOC(=O)C(Sc1nnc(-c2ccncc2)o1)C(C)=O (stereo not given)	3	-4	1	94*	6	0	-9	-3.2	-4
O=C(c1ccco1)N1CCN(c2ncnc3c(-c4ccccc4)nsc23)CC1	-4	-8	-2	-1	-1	7	1	0.2	2
CC(C)OCCCn1c(SC(C)C(=O)NC2CC2)nc2ccccc2c1=O (stereo not given)	-11	7	1	0	-12	2	20	-0.9	9
CO/N=C/NC(=O)c1c(OC)ccnc1Oc1ccc(F)cc1	5	-1	1	7	-6	3	12	-0.3	6
Cc1cc(C)c(C#N)c(N2CCCC(C(N)=O)C2)n1 (stereo not given)	3	3	-2	1	5	1	3	0.1	2
COc1ccc(C(=O)NC2c3ccccc3-c3ccccc32)cc1	-6	-2	-4	8	3	0	9	1.5	2
CC[C@@]1(C(=O)OC)N[C@H](CN(C)C(=O)Nc2ccc(C(F)(F)F)cc2)[C@@H]2C(=O)N(Cc3ccccc3)C(=O)[C@@H]21	-2	-5	1	-7	-2	0	2	1.2	-4
Cn1ccnc1C(=O)c1ccc(NN)c([N+](=O)[O-])c1	2	-1	-3	9	7	0	3	-0.6	-2
COc1ccc(NC(=O)c2c(C(F)(F)F)nn(C)c2SCc2ccccc2)cc1	19	-9	-6	2	-5	3	-15	0.1	-24
COC(=O)c1sccc1-n1cccc1C(=O)NCc1ccccc1	-4	1	-3	4	-5	1	2	0.8	6
CN(C)/C=C/C(=O)c1ccc(Oc2ncccn2)cc1	-9	-3	0	7	5	2	13	0.7	-3
O=C(CSc1ccc(-c2ccco2)nn1)NCc1ccccc1	-2	-3	0	-4	-3	0	-4	0.7	-3
CCOC(=O)c1c(NC(=O)CN(CC)CC)sc2c1CCN(C(=O)OCC)C2	-3	-8	2	-16	16	0	0	-1.2	7
COc1cccc(C(=O)Nc2ccc(N3CCN(C(=O)c4ccco4)CC3)cc2)c1	-12	6	2	-5	-6	8	11	-0.1	-11

Sorted by number of heavy atoms (falling): some entries from above.
SMILES	CHRM4 antagonist	M5 PAM	M5 ag	CRFBP-R2 block	CHRM5 antagonist	M4 ag	CHRM1 PAM	CRFBP-R2 agonist	CHRM4 PAM
COc1ccc(NC(=O)c2c(C(F)(F)F)nn(C)c2SCc2ccccc2)cc1	19	-9	-6	2	-5	3	-15	0.1	-24
CCOC(=O)C(Sc1nnc(-c2ccncc2)o1)C(C)=O (stereo not given)	3	-4	1	94*	6	0	-9	-3.2	-4
CN(C)/C=C/C(=O)c1ccc(Oc2ncccn2)cc1	-9	-3	0	7	5	2	13	0.7	-3

Not a hit list; any-hit rate near 2.6%.
